# rCAG binder: binders of r(CAG) RNA repeats, primary screen, biochemical, fluorescence. r(CAG) RNA repeat, TO-PRO-1 dye displacement fluorescence. inhibition, % at 3 µM. 370,000 compounds, 1.3% hits. AID 651821, 2012;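 active means inhibition above the plate cutoff, the mean of all test compounds on that plate plus 3 SD, cut at about 35% in these data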;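 further: 0% = DMSO alone and 100% = 100 µM mitoxantrone as full dye displacement; higher means more dye released from RNA so lower well fluorescence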
# HTRA1 inh: HTRA1 serine protease inhibitors, primary screen, biochemical, fluorescence polarization, HTS | Q92743 | recombinant HTRA1, FP-rhodamine activity-based probe | inhibition, % at 5.96 µM | 340,000 compounds, 0.5% hits; in the data active means inhibition above about 36%;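 further: 0% = enzyme with DMSO and 100% = wells lacking enzyme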
# TCR-CD3 inh: inhibitors of human TCR-CD3 interaction, primary screen, biochemical, fluorescence, TAMRA-labeled TCR probe | T-cell receptor (TCR) | inhibition, % at 9.4 µM | 360,000 compounds, 0.37% hits | AID 651800, 2012; in the data active means inhibition above about 19%;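 further: recombinant mutant TCR 2C K166C tagged with TAMRA read by polarization; 0% = receptor in buffer alone and 100% = receptor with positive control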
# mABHD4 FP: ABHD4 inhibitors, primary screen, biochemical, fluorescence polarization, mouse; (Lyso)-N-acylphosphatidylethanolamine lipase (Mus musculus), Q8VD66; purified mABHD4, FP-Rh probe fluorescence polarization; inhibition, % at 8.92 µM; 370,000 compounds, 0.54% hits;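 active means inhibition exceeding the mean over every tested compound plus 3 SD, cut at about 30% in these data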;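 further: 0% = plate median of compound wells and 100% = S159A mutant with DMSO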
# Target sequence (Q8VD66 whole entry, looked up): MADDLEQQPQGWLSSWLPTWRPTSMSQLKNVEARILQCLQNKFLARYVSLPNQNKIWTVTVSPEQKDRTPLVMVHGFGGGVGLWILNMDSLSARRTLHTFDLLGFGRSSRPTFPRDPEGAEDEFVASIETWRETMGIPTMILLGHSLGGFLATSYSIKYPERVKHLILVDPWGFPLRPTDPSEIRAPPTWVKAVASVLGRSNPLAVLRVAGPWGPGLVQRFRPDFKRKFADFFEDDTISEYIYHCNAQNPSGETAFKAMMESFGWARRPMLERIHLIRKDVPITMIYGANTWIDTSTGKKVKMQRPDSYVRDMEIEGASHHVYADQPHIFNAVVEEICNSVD
#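 Assay system: mABHD4 protein; medium: HEPES pH 7.0, NaCl, Pluronic buffer; dosing: 8.92 µM, single dose; schedule: 45 min + 60 min at 25 °C; signal: FP readout, ex 525 nm / em 598 nm; read-out: normalized percent inhibition of probe labeling; repeats: single replicate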
# Rev-erbA mod: modulators of Rev-erb alpha DNA binding, primary screen, biochemical, FITC-DNA, fluorescence polarization, uHTS; 370,000 compounds, 0.79% hits; activity, % at 10 µM; AID 1259318, 2017; Rev-erbα–FITC-DNA binding, 90 min;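 active means activity above about 14%, limit read from the data; passing the limit was not always enough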;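 further: 0% = DMSO wells with 35 nM protein and 100% = DMSO wells with 750 nM protein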
# UHRF1 binding: UHRF1 methylated DNA binding inhibitors, primary screen, counter-screen for MBD2 inhibitor project, biochemical, TR-FRET, human UHRF1, single concentration | E3 ubiquitin-protein ligase UHRF1 (Homo sapiens), Q96T88 | UHRF1 binding to methylated oligo | inhibition, % at 4.4 µM | 370,000 compounds, 0.75% hits | AID 687016, 2013; in the data active means inhibition above about 21%;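 further: UHRF1 SRA domain binding a hemimethylated CpG hairpin DNA probe; 0% = median of test compound wells and 100% = reference inhibitor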
# MBD2 DNA inh: inhibitors of MBD2 binding to methylated DNA, primary screen, biochemical, TR-FRET, DNA-binding domain, human; Methyl-CpG-binding domain protein 2 (Homo sapiens), Q9UBB5; inhibition, % at 4.4 µM; 370,000 compounds, 0.31% hits; MBD2 binding to methylated oligonucleotide; in the data active means inhibition above about 13%
# PRMT1 FP inh: PRMT1 methyltransferase inhibitors, primary screen, biochemical, fluorescence polarization; recombinant PRMT1, activity-based probe fluorescence polarization; 370,000 compounds, 1.3% hits; Protein arginine N-methyltransferase 1 (Homo sapiens), Q99873; inhibition, % at 2.79 µM; AID 652257, 2013;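 active means inhibition above about 21% made by adding two undisclosed values, limit read from the data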
# Target sequence (Q99873 whole entry, looked up): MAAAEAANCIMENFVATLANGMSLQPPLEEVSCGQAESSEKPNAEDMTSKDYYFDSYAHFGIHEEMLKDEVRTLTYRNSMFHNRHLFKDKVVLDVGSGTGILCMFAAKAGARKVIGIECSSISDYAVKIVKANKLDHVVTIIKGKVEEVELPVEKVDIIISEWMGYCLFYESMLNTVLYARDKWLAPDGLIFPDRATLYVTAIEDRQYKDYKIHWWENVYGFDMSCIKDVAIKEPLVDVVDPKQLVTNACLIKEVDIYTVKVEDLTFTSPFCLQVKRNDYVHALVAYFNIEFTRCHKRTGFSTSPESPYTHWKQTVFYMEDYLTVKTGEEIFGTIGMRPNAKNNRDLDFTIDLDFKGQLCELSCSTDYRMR
# LEDGF integ inh: blockers of LEDGF/p75-dependent integrase strand transfer – biochemical, TR-FRET, high throughput, primary screen; HIV-1 integrase (with human LEDGF/p75); TR-FRET IN-LEDGF/p75 DNA integration, Eu/Cy5; inhibition, % at 3.7 µM; 370,000 compounds, 0.64% hits;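 active means inhibition above the screen-wide mean plus 3 SD, cut at about 13% in these data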;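 further: signal is the Cy5 over europium emission ratio at 671 and 618 nm; 0% = plate median of compound wells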
# PG9 binder: binders of HIV-1 gp120 antibody PG9, primary screen, biochemical, TR-FRET | TR-FRET gp120-PG9 antibody binding | inhibition, % at 6.7 µM | 360,000 compounds, 0.43% hits | AID 624416, 2012; in the data active means inhibition above about 8.5%
# * marks the source's active call; other numbers are inactive results; nt = no result given.
SMILES,rCAG binder,HTRA1 inh,TCR-CD3 inh,mABHD4 FP,Rev-erbA mod,UHRF1 binding,MBD2 DNA inh,PRMT1 FP inh,LEDGF integ inh,PG9 binder
CCCCOc1ccccc1NC(=O)CSc1nnnn1C(C)(C)C,-5,-6,5,-4,0,0,-2,-3,-3,-2.6
CN(Cc1ccccc1)c1nc2c(c(=O)[nH]c(=O)n2C)n1C,-4,8,-1,0,-2,2,2,1,-5,1.7
COCCN1CCN(C(=O)c2cc(COc3ccc(Cl)cc3OC)on2)CC1,-5,-7,5,2,-2,-1,0,-2,-2,-0.8
Cn1c(-[n+]2c(-c3ccccc3)cc(-c3ccccc3)cc2-c2ccccc2)nc2c([N+](=O)[O-])cccc21,3,-58,-8,5,10,-3,-10,8,0,-2.5
CCN(CC)C(=O)c1cc(S(=O)(=O)N2CCCCC2)c[nH]1,1,1,-2,1,-4,0,-6,2,1,0.7
COc1ccc(S(=O)(=O)N2CCOCC2)cc1NC(=O)c1ccccc1-c1ccc(C(F)(F)F)cc1,6,-3,-1,-3,3,5,2,-1,-3,3.2
CC(=O)c1ccc(Nc2c([N+](=O)[O-])ccc3nonc23)cc1,-4,2,2,12,6,-2,4,0,-3,-0.1
COC(=O)[C@]1(C)N[C@H](CN(C)C(=O)c2ccc(C(C)(C)C)cc2)[C@@H]2C(=O)N(C)C(=O)[C@@H]21,-1,6,1,9,0,1,4,-4,3,2.4
Cc1cccc(N2CCN(C(=O)c3cc(=O)[nH]c4ccccc34)CC2)c1C,-4,-11,2,1,-3,-2,5,0,-6,0.4
COc1ccc(C(CNC(=O)c2oc3ccc(Br)cc3c2C)N2CCCCC2)cc1 (configuration not stated),-1,-18,-2,-2,2,14,6,4,-2,-0.1
COCCCNc1c2c(nc3ccccc13)CCC2,3,1,1,-2,0,0,0,-2,-2,-2.8
COc1ccc(Cl)cc1N1C(=O)C2CCCN2C1c1ccccc1F (configuration not stated),0,-5,-6,-1,0,4,-1,-3,-1,0.2
Cc1cc(/C=C2/NC(=O)NC2=O)c(C)n1-c1ccc(C#N)cc1,2,4,-4,3,3,-3,-3,0,0,-1.5
N#C/C(=C\C=C\c1ccccc1)c1nc(-c2ccc3c(c2)OCO3)cs1,7,-16,4,-1,0,-1,-4,-4,0,-1.2
O=C(O)CSC1CC(=O)N(c2ccc(Cl)cc2)C1=O (configuration not stated),3,7,4,1,0,1,-3,13,1,0.1
N#CCn1c(CN2CCCC2)nc2ccccc2c1=O,1,-3,-2,-5,-5,1,2,-3,0,0.1
CC(=O)Nc1cc2nc(C)n(Cc3ccccc3[N+](=O)[O-])c2nc1C,-2,3,-1,1,-1,1,-7,2,1,2.7
COc1ccc(CCNC(=O)/C=C/c2ccc(C)cc2)cc1OC,-5,-4,-1,-6,0,0,-5,0,-1,-3.1
CN(C)/C=C1\C(=O)N(c2ccc(Cl)c(Cl)c2)CS1(=O)=O,3,2,-5,2,3,14,3,0,5,0.3
C=CCn1c(=O)c2ccccc2n2c(SCc3nc(N)nc(Nc4ccccc4C)n3)nnc12,0,-2,0,-5,3,-3,3,0,0,-1.2
COc1ccc(CCNCCN2CCOCC2)cc1,6,0,7,13,3,2,-1,0,4,-0.9
CC(=O)c1ccc(NC(=O)CSc2nnc3ccc(-c4ccccn4)nn23)cc1,-1,-3,-6,3,8,0,3,2,-2,-0.4
O=C(Nc1ccc(Br)cn1)c1ccc2nccnc2c1,0,-1,3,7,5,-2,-2,0,-2,-2.7
O=C(CCNS(=O)(=O)c1ccccc1F)N1CCN(S(=O)(=O)c2cccc(F)c2)CC1,-2,2,9,0,0,-1,0,1,1,-2.2
COc1ccc(N2CCN(C(=O)c3ccc(Br)o3)CC2)cc1,-4,7,4,2,1,0,-1,1,-1,-0.2
CCc1ccc(NC(=O)Cc2c(C(=O)O)n(C)c3ccccc23)cc1,31,0,-6,0,-1,4,2,5,-10,-0.3
Nc1nc2ccc(Cc3ccncc3)cc2s1,2,-2,0,3,3,-10,0,5,0,0.3
CCOc1nc(NC(=O)NC(=O)c2ccccc2)nc(-c2ccccc2)n1,0,-6,6,5,7,-1,-5,0,2,1.1
COc1ccc(CN2CN3Cc4cc(OC)ccc4C3CS2(=O)=O)cc1 (configuration not stated),5,nt,nt,-2,4,-1,-2,2,-4,nt
CCc1c(C(=O)NCCc2cccc(C)c2)[nH]c(C)c1C(C)=O,-3,-2,-4,-14,6,4,9,6,3,-0.2

# Given with tabs: entries from further up
smiles	rCAG binder	HTRA1 inh	TCR-CD3 inh	mABHD4 FP	Rev-erbA mod	UHRF1 binding	MBD2 DNA inh	PRMT1 FP inh	LEDGF integ inh	PG9 binder
N#CCn1c(CN2CCCC2)nc2ccccc2c1=O	1	-3	-2	-5	-5	1	2	-3	0	0.1
COc1ccc(CCNCCN2CCOCC2)cc1	6	0	7	13	3	2	-1	0	4	-0.9

# Next results.
SMILES,rCAG binder,HTRA1 inh,TCR-CD3 inh,mABHD4 FP,Rev-erbA mod,UHRF1 binding,MBD2 DNA inh,PRMT1 FP inh,LEDGF integ inh,PG9 binder
CC(C)NCc1cc(Br)ccc1OCc1ccccc1,2,0,-3,-2,5,-2,4,-3,-1,0.9
CCOc1cc(S(=O)(=O)N(CC)CC)ccc1F,-5,3,2,3,-2,1,-3,4,-2,0.2
Cc1ccccc1C(=O)Nc1ccc2nc3n(c(=O)c2c1)CCC3,2,6,9,0,-2,0,2,0,-1,-0.3
CCOC(=O)CNC(=O)CSc1nc2ccccc2c(=O)n1-c1ccc(Cl)cc1,0,nt,nt,-4,-2,-1,2,0,1,nt
Cc1cccc(C(=O)Nc2ccnc(-c3cccnc3)n2)c1,-5,-47,3,2,0,-1,-4,-1,-1,-1.1
CCOc1cc(/C=N/NC(=O)CN(CCc2ccccc2)S(=O)(=O)c2ccc(NC(C)=O)cc2)ccc1O,11,-29,3,-11,7,1,-3,-2,1,1.5
CCOC(=O)c1sc(C)c(C(=O)NC2CCCCC2)c1N,0,-13,2,0,4,-1,-2,-1,-2,-2.7
CN(c1cccc(NC(=O)CCSc2ccccc2)c1)S(C)(=O)=O,0,-1,-7,-15,8,-5,-4,-2,2,0.4
CCOc1ccccc1NS(=O)(=O)c1ccc2[nH]c(=O)[nH]c2c1,-2,-4,4,-7,-4,2,1,-4,5,-1.0
N#CC(C#N)=C1C=CC=CN1/C(=C\c1ccco1)C(=O)c1ccc(Cl)cc1,13,2,2,2,0,3,-2,9,-5,1.0

# A draw from above in order of length of the SMILES, rising:
SMILES,rCAG binder,HTRA1 inh,TCR-CD3 inh,mABHD4 FP,Rev-erbA mod,UHRF1 binding,MBD2 DNA inh,PRMT1 FP inh,LEDGF integ inh,PG9 binder
CCOc1cc(S(=O)(=O)N(CC)CC)ccc1F,-5,3,2,3,-2,1,-3,4,-2,0.2
CCOc1ccccc1NS(=O)(=O)c1ccc2[nH]c(=O)[nH]c2c1,-2,-4,4,-7,-4,2,1,-4,5,-1.0
CCOc1cc(/C=N/NC(=O)CN(CCc2ccccc2)S(=O)(=O)c2ccc(NC(C)=O)cc2)ccc1O,11,-29,3,-11,7,1,-3,-2,1,1.5

# (listing goes on)
SMILES,rCAG binder,HTRA1 inh,TCR-CD3 inh,mABHD4 FP,Rev-erbA mod,UHRF1 binding,MBD2 DNA inh,PRMT1 FP inh,LEDGF integ inh,PG9 binder
CC(=O)Nc1ccc(Nc2nc(-c3sc(NC(C)=O)nc3C)cs2)cc1,14,9,1,14,-2,-4,0,1,-3,-5.2
COc1ccc(-c2csc(C(C)(O)c3ccccc3)n2)cc1OC (configuration not stated),1,nt,1,-11,-6,0,-1,-2,2,-1.4
COC(=O)c1nc(-c2ccccc2)oc1N1CCOCC1,-7,5,-4,4,2,1,-1,3,-9,2.1
C/C=C(\C)CN1CCC(n2nccc2NC(=O)c2ccc3c(c2)OCO3)CC1,-8,-5,-1,4,1,-1,-1,2,-6,-1.7
O=C(c1ccccc1)C1CN(c2ccccc2)CC1c1ccc(Cl)cc1 (configuration not stated),4,-7,-7,-18,2,5,-2,-2,-2,-0.1
O=C(Nc1nncs1)C1COc2ccccc2O1 (configuration not stated),6,-2,5,0,0,-3,-3,1,1,-0.8
CCOC(=O)C1=NN(C(=O)Cc2ccccc2)C(O)(c2ccc(Cl)cc2)C1 (configuration not stated),-7,-5,5,-12,2,5,-4,0,2,-1.5
Cc1nnc(N(CCC#N)CCC#N)s1,1,4,-5,-5,2,-2,-2,0,-2,-0.6
CCc1ccc(OCC(=O)NNC(=O)C2CCC2)cc1,0,0,0,4,-3,0,-5,-2,1,-0.9
CCCNC(=O)COc1ncnc2sc(C)c(C)c12,1,0,1,1,nt,-2,-3,-1,3,-1.5
O=C(N/N=C/c1cc2c(cc1Br)OCO2)c1cc2ccccc2o1,9,-27,1,-24,-6,-1,2,-6,5,3.0
Cc1ccc2c(c1)C(=O)C(=O)N2Cc1ccc(Cl)cc1,1,-82,7,9,2,-6,-3,-2,1,-0.6
COc1cccc(-c2ccc(C#N)c(SCC(=O)NCCc3ccccc3)n2)c1,1,3,-1,1,17,4,2,-2,3,4.1
CCOC(=O)c1ccc(NC(=O)NCc2ccccn2)cc1,-2,4,4,-3,-1,2,1,2,1,-2.6
CN(C)S(=O)(=O)c1ccc(C(=O)NCc2nc3ccccc3s2)cc1,1,-3,4,4,-1,1,-1,-3,5,-1.4
COC(=O)CN=Cc1c(O)n(-c2ccc(Cl)cn2)c(=O)c2ccccc12,-3,6,2,0,-3,4,0,4,-6,0.1

# In a second layout: results already given
# Second line of a record – rCAG binder | HTRA1 inh | TCR-CD3 inh | mABHD4 FP | Rev-erbA mod | UHRF1 binding | MBD2 DNA inh | PRMT1 FP inh | LEDGF integ inh | PG9 binder
Cc1ccc2c(c1)C(=O)C(=O)N2Cc1ccc(Cl)cc1
 : 1 | -82 | 7 | 9 | 2 | -6 | -3 | -2 | 1 | -0.6
COc1cccc(-c2ccc(C#N)c(SCC(=O)NCCc3ccccc3)n2)c1
 : 1 | 3 | -1 | 1 | 17 | 4 | 2 | -2 | 3 | 4.1
CCOC(=O)c1ccc(NC(=O)NCc2ccccn2)cc1
 : -2 | 4 | 4 | -3 | -1 | 2 | 1 | 2 | 1 | -2.6
CN(C)S(=O)(=O)c1ccc(C(=O)NCc2nc3ccccc3s2)cc1
 : 1 | -3 | 4 | 4 | -1 | 1 | -1 | -3 | 5 | -1.4
COC(=O)CN=Cc1c(O)n(-c2ccc(Cl)cn2)c(=O)c2ccccc12
 : -3 | 6 | 2 | 0 | -3 | 4 | 0 | 4 | -6 | 0.1

# Compound activity as filed in PubChem BioAssay.

# An excerpt, so the mix of outcomes need not match the whole.
